Source: PubChem BioAssay
AddAB inh – less growth of phage-infected E. coli with AddAB | E. coli expressing H. pylori AddAB, absorbance growth | inhibition, % at 11.9 µM | 0.29% of 330,000 active | AID 435030; in the data active means inhibition above about 12%;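 further: 0% = vehicle wells of infected cells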
PKA-R1A activ – activates the PKA-R1A holoenzyme complex. P00514+P68181. PKA-R1A dissociation, Cy5-IP20 fluorescence polarization; scaled: DMSO 0%, 113 µM cGMP 100%. activation, % at 11.4 µM. 0.083% of 340,000 active. AID 504707;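 active means percent activation above the mean of all tested compounds plus 3 SD, cut at about 19% in these data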;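 further: higher means more PKAc released from R1A so a rise in polarization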
Ecoli viability – counter-screen for AddAB inhibitors: E. coli growth inhibition; 0.27% of 330,000 active; AID 449728; E. coli V3065 growth, OD600 absorbance, 18 h; inhibition, % at 11.9 µM;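 active means inhibition above the campaign's mean inhibition across all tested compounds plus 3 SD, cut at about 9.9% in these data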;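 further: uninfected addAB+ strain grown without phage in ampicillin broth; 0% = DMSO wells and 100% = ciprofloxacin 0.95 µg/ml wells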
MOR-DOR ag – agonists of human mu-delta opioid receptor heterodimerization | activation, % at 9.3 µM | 0.3% of 340,000 active | P35372+P41143 | cells, OPRM1-OPRD1 heterodimerization, luminescence; in the data active means activation above about 18%;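 further: 0% = vehicle-treated cells and 100% = reference agonist; values of inactives mirror those of a sister screen read the other way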
MOR-DOR inv ag – inverse agonists of human mu-delta opioid receptor heterodimerization; P35372+P41143; cell-based MOR-DOR heterodimer luminescence, inverse agonism; inhibition, % at 9.3 µM; 0.21% of 340,000 active; AID 504357; in the data active means inhibition above about 22%, passing the limit was not always enough;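 further: 0% = cells with DMSO and 100% = wells without cells with DMSO; values of inactives mirror those of a sister screen read the other way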
Arrestin-AP2 inh – inhibitors of human beta-arrestin and AP2 interaction; inhibition, % at 10 µM; 0.31% of 340,000 active; FITC-arrestin peptide / GST-AP2 beads, flow cytometry; AP2 beta2 appendage carries R879A mutation;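 active means inhibition above a set limit, near 3 SD of compounds lacking own fluorescence, cut at about 54% in these data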;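 further: plate controls were DMSO wells for no effect and 5 µM unlabelled arrestin peptide for full effect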
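System: GST-AP2 R879A glutathione beads. Medium: PBS with 0.05% Tween 20 and 0.1% BSA. Also added: FITC-arrestin peptide, 50 nM. Incubation: 12 min plus 1 h, RT. Measured by: high-throughput flow cytometry of beads, ex 488, em 535 nm. Evaluation: percent drop in bead-associated FITC signal.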
DSG3 Ab inh – human desmoglein-3 autoantibody binding inhibition | P32926 | DSG3-coupled beads, scFv-anti-DSG3-GFP binding, flow cytometry; stronger effect = lower value | binding (percent of control), % at 10 µM | 0.48% of 310,000 active;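 active means binding more than 3 SD below its plate's average and above zero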;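 further: hits lower antibody fragment binding to DSG3; some compounds called inactive have numbers as strong as hits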
Target sequence (P32926 whole entry, looked up, the tested form may be a part): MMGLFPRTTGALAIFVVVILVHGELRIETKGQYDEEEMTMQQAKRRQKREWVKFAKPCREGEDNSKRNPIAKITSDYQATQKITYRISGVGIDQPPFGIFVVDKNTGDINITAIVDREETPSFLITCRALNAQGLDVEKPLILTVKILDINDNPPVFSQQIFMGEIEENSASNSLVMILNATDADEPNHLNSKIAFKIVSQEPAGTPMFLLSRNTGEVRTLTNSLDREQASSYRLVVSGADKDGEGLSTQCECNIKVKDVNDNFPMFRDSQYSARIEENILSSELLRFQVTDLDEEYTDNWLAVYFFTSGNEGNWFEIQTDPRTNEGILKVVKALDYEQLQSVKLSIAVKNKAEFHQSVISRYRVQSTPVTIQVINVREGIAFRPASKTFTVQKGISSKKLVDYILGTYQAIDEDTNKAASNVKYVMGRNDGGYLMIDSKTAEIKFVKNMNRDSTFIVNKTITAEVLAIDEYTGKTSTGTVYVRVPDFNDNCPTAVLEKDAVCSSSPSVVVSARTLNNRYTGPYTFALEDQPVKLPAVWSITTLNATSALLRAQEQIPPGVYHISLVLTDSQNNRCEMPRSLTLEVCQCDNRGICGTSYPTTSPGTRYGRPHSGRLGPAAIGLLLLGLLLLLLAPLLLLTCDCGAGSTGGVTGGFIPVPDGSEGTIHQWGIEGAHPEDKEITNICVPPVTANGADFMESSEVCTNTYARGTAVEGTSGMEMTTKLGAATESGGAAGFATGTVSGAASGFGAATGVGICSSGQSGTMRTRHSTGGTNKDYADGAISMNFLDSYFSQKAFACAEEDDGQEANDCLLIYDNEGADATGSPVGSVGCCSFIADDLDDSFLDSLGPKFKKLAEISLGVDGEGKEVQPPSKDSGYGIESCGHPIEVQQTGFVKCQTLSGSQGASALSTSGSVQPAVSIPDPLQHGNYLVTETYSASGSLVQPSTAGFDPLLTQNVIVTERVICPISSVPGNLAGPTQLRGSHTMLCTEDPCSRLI
phage Ecoli inh – E. coli growth loss with phage present; inhibition, % at 11.9 µM; growth absorbance; 0.26% of 360,000 active; in the data active means inhibition above about 11%
SUMO Mot1 rescue – inhibitors of SUMOylation pathway: yeast Mot1-301 growth rescue. growth rescue, % at 18.8 µM. 1% of 320,000 active. AID 2716. S. cerevisiae Mot1-301 growth rescue, ATP luminescence, 38.5C; percent above DMSO median, 100 means doubled;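 active means every valid replicate shows activation above 250% relative to neutral control wells; inactive means the rest, any valid replicate at or below 250%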;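 further: OY570 slx delta 5 strain wells were the positive control but not used for scaling; some compounds called inactive have numbers as strong as hits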
Tat transport – inhibitors of E. coli Tat protein transport | inhibition, % at 10 µM | E. coli MC4100 TorA-mCherry Tat export, fluorescence | 0.036% of 340,000 active;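 active means mean replicate inhibition at least 50% and at least half of replicates individually reaching 50%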;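 further: exported cargo escapes ClpAP degradation while cytoplasmic cargo is degraded and loses fluorescence; 0% = median of neutral control wells and 100% = median of NaSCN control wells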
PfHsp90 yeast 2 – growth inhibition of yeast expressing Plasmodium Hsp90 | 0.32% of 310,000 active | S. cerevisiae expressing PfHsp90, BacTiter-Glo ATP, 48 h; yeast lacking PDR1 and PDR3 efflux regulators | inhibition, % at 9.4 µM;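 active means every replicate shows inhibition above about 80%, whatever the replicate mean, limit read from the data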;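 further: 0% = DMSO neutral controls and 100% = 20 µM radicicol positive controls; yeast relying on Plasmodium falciparum Hsp90 in place of its own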
* hit, by the source's call; · = no result given.

1: O=C(COc1ccc(Cl)cc1)N(c1ccc(Cl)cc1)C1CN2CCC1CC2 (stereo unspecified)
2: CCN(CC)S(=O)(=O)c1ccc(C(=O)NC2CN3CCC2CC3)cc1 (stereo unspecified)
3: BrCCc1ccccc1
4: O=Cc1cn(Cc2c(F)cccc2Cl)nc1-c1ccccc1
5: CCC(C)NS(=O)(=O)c1ccc(OCC(=O)N2CCN(CC)CC2)cc1 (stereo unspecified)
6: COc1ccccc1CN1CCN(Cc2ccc(Cl)cc2)CC1
7: OC1/C(=C/c2ccc(C(F)(F)F)cc2)N2CCC1CC2 (stereo unspecified)
8: CC(=O)OC1C2CCC1C(N1CCCCC1)CC2 (stereo unspecified)
9: O=C(Cn1cc(C(=O)c2ccccc2)c2ccccc21)NCc1ccco1
10: COCc1cc(OC(=O)N(C)C)nc2c1c(C)nn2C
Compound	1	2	3	4	5	6	7	8	9	10
AddAB inh	0.6	0.8	2.2	0.4	1.5	1.3	1.0	-0.4	-0.7	0.9
PKA-R1A activ	2	-3	-1	-1	6	-3	1	2	2	8
Ecoli viability	-1.5	1.6	0.3	-2.7	1.1	-0.6	3.5	-1.1	-2.9	0.8
MOR-DOR ag	-1.5	-2.5	-4.0	-1.1	-1.6	-0.2	-0.6	-2.4	-1.2	-2.5
MOR-DOR inv ag	8	12	21	6	9	2	3	12	7	13
Arrestin-AP2 inh	8	-4	1	-4	0	4	4	11	-1	8
DSG3 Ab inh	·	103	102	108	98	98	89	105	109	111
phage Ecoli inh	1.9	2.1	2.7	1.0	2.0	-0.5	2.9	4.6	2.4	2.5
SUMO Mot1 rescue	56	3	-9	5	5	19	-26	470	-16	34
Tat transport	2	24	15	9	3	-3	10	3	22	-7
PfHsp90 yeast 2	0	14	-7	5	14	-5	-28	-12	0	1

11: COC(=O)C1=C(c2ccc(C(C)=O)cc2)C[C@@H]2CC[C@H]1N2C(=O)NCc1ccco1
12: COc1cc(/C=C/c2nc3ccccc3c(=O)n2-c2ccccc2O)ccc1O
13: CN1C(=O)NC(=O)/C(=C/c2ccc(C(=O)O)cc2)C1=O
14: CCCC1COC(Cn2cncn2)(c2ccc(Cl)cc2Cl)O1 (stereo unspecified)
15: C[C@]12CCC3C(CC[C@@H]4C[C@@H](O)CC[C@]34C)C1CC[C@@H]2O (stereo partly specified)
16: COC(=O)C1=C(c2ccc(F)cc2F)C[C@@H]2CC[C@H]1N2C(=O)NCCOc1ccccc1Cl
17: CCOC(=O)CC1=C(C(=O)OCC)C2(C(=O)N1)C(C(=O)OC)=C(N)Oc1ccccc12 (stereo unspecified)
18: Cc1cccc(OCC(=O)N2CCN(Cc3ccc([N+](=O)[O-])cc3)CC2)c1
19: CN1CCN(c2ccccc2N)CC1
20: COc1ccc(C2CN(C)CC2C(=O)c2ccc(C)cc2)cc1Cl (stereo unspecified)
21: CC1=CC(O)C(O)C2(C)C1CC1OC(=O)C(O)C3C(C)C(O)C4(O)OCC13C42 (stereo unspecified)
22: COC(=O)CC(=O)c1ccc2c(c1)OCO2
Compound	11	12	13	14	15	16	17	18	19	20	21	22
AddAB inh	-0.7	0.0	-3.0	2.6	·	-0.1	0.8	5.1	-1.0	-0.5	·	4.1
PKA-R1A activ	-2	-1	-16	-8	-15	5	-6	-1	-2	-7	-5	4
Ecoli viability	1.1	-0.5	-0.8	1.2	·	0.5	0.8	-1.5	0.3	-0.1	·	-3.7
MOR-DOR ag	-0.7	-0.9	-1.8	0.3	-2.5	-0.9	0.8	0.0	1.7	2.1	0.2	-2.9
MOR-DOR inv ag	4	5	9	-2	13	5	-4	0	-10	-11	-1	16
Arrestin-AP2 inh	3	-2	15	-6	-11	-2	-5	40	22	0	-16	4
DSG3 Ab inh	96	98	101	·	96	106	·	95	74	101	86	108
phage Ecoli inh	0.2	0.2	3.9	0.8	0.2	·	3.6	-0.6	1.3	3.1	·	1.4
SUMO Mot1 rescue	5	-6	-17	27	·	-2	·	141	-7	53	·	-10
Tat transport	-10	-9	-2	0	4	16	-8	-4	-9	-4	5	0
PfHsp90 yeast 2	-1	-15	-8	107*	-10	4	8	1	-15	-2	-21	-12

Screen by screen, as entered above:
Ecoli viability, compounds 7–11: 3.5, -1.1, -2.9, 0.8, 1.1
MOR-DOR inv ag, compounds 7–11: 3, 12, 7, 13, 4
Arrestin-AP2 inh, compounds 7–11: 4, 11, -1, 8, 3

Gathered by group, the entries above containing a Cl atom.
1: O=C(COc1ccc(Cl)cc1)N(c1ccc(Cl)cc1)C1CN2CCC1CC2 (stereo unspecified)
4: O=Cc1cn(Cc2c(F)cccc2Cl)nc1-c1ccccc1
6: COc1ccccc1CN1CCN(Cc2ccc(Cl)cc2)CC1
14: CCCC1COC(Cn2cncn2)(c2ccc(Cl)cc2Cl)O1 (stereo unspecified)
16: COC(=O)C1=C(c2ccc(F)cc2F)C[C@@H]2CC[C@H]1N2C(=O)NCCOc1ccccc1Cl
20: COc1ccc(C2CN(C)CC2C(=O)c2ccc(C)cc2)cc1Cl (stereo unspecified)
Compound	1	4	6	14	16	20
AddAB inh	0.6	0.4	1.3	2.6	-0.1	-0.5
PKA-R1A activ	2	-1	-3	-8	5	-7
Ecoli viability	-1.5	-2.7	-0.6	1.2	0.5	-0.1
MOR-DOR ag	-1.5	-1.1	-0.2	0.3	-0.9	2.1
MOR-DOR inv ag	8	6	2	-2	5	-11
Arrestin-AP2 inh	8	-4	4	-6	-2	0
DSG3 Ab inh	·	108	98	·	106	101
phage Ecoli inh	1.9	1.0	-0.5	0.8	·	3.1
SUMO Mot1 rescue	56	5	19	27	-2	53
Tat transport	2	9	-3	0	16	-4
PfHsp90 yeast 2	0	5	-5	107*	4	-2

An excerpt; rates above refer to the full screens.
